NCOA2 inhibitor = inhibits human steroid receptor coactivator 2; HEK293 GAL4-SRC2 luciferase reporter, luminescence; inhibition, % at 9 µM; 370,000 tested, 0.17% active;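 active = inhibition above the mean inhibition of all tested compounds plus 3 SD, set per campaign, cut at about 52% in these data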;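 note: 0% = DMSO treated cells and 100% = cells given Gossypol at 36 µM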
Exocytosis inh = lytic granule exocytosis inhibition. inhibition, % at 10 µM. AID 651702. TALL-104 LAMP-1 surface exposure, flow cytometry; cells stimulated with thapsigargin and PMA. 360,000 tested, 0.66% active;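 active = inhibition above about 55%, limit read from the data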
NR5A2 inv ag = inverse agonists of human LRH-1 (NR5A2); O00482; HEK293T StAR-luciferase reporter, LRH-1 transfected, 24 h; inhibition, % at 3.6 µM; 360,000 tested, 0.13% active;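 active = inhibition above the mean inhibition of all tested compounds plus 3 SD, cut at about 73% in these data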;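 note: 0% = DMSO wells and 100% = reporter-only cells lacking LRH-1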
SRC1 inh = inhibitors of human steroid receptor coactivator 1 (SRC1); HEK293 GAL4-SRC1 luciferase reporter, luminescence; inhibition, % at 3.6 µM; 360,000 tested, 0.12% active;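 active = inhibition above the campaign mean plus 3 SD, with each screening campaign given its own cutoff, cut at about 60% in these data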;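 note: 0% = DMSO treated cells and 100% = gossypol at 36 µM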
NR2F2 inh = NR2F2 (human) inhibition, primary screen. P24468. HEK293T NGFI-A luciferase reporter, luminescence. inhibition, % at 8.6 µM. 370,000 tested, 0.7% active;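 active = inhibition above a per-plate cutoff, mean inhibition of test wells between control levels plus 3 SD, cut at about 38% in these data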;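 note: cells cotransfected with COUP-TFII expression vector driving the NGFI-A reporter; 0% = median of COUP-TF2 test wells and 100% = reporter-only cells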
NOD2-RIPK2 inh = blocks binding of human NOD2 to RIPK2; CHO BLA complementation NOD2-RIPK2, CCF4 ratio; inhibition, % at 4.98 µM; 360,000 tested, 0.38% active; AID 624267; in the data active = inhibition above about 21%;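 note: 0% = vehicle only and 100% = reference blocker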
TWEAK-Fn14 inh = inhibitors of TWEAK-Fn14 interaction signaling; TWEAK-stimulated Fn14 reporter cells, luciferase luminescence, 8 h; inhibition, % at 10 µM; 360,000 tested, 2% active; in the data active = inhibition above about 50%
NCOA3 inh = inhibits human SRC3 coactivator. Q9Y6Q9. 360,000 tested, 0.17% active. HEK293 GAL4-SRC3 luciferase reporter, luminescence. AID 588352. inhibition, % at 3.6 µM;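 active = inhibition above a per-campaign cutoff, the mean of all compounds plus 3 SD, cut at about 60% in these data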;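 note: 0% = DMSO-treated cells and 100% = gossypol-treated cells at 36 µM; higher means less SRC3-driven luciferase light from the GAL4 reporter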
Target sequence (Q9Y6Q9 whole entry, looked up, the tested form may be a part): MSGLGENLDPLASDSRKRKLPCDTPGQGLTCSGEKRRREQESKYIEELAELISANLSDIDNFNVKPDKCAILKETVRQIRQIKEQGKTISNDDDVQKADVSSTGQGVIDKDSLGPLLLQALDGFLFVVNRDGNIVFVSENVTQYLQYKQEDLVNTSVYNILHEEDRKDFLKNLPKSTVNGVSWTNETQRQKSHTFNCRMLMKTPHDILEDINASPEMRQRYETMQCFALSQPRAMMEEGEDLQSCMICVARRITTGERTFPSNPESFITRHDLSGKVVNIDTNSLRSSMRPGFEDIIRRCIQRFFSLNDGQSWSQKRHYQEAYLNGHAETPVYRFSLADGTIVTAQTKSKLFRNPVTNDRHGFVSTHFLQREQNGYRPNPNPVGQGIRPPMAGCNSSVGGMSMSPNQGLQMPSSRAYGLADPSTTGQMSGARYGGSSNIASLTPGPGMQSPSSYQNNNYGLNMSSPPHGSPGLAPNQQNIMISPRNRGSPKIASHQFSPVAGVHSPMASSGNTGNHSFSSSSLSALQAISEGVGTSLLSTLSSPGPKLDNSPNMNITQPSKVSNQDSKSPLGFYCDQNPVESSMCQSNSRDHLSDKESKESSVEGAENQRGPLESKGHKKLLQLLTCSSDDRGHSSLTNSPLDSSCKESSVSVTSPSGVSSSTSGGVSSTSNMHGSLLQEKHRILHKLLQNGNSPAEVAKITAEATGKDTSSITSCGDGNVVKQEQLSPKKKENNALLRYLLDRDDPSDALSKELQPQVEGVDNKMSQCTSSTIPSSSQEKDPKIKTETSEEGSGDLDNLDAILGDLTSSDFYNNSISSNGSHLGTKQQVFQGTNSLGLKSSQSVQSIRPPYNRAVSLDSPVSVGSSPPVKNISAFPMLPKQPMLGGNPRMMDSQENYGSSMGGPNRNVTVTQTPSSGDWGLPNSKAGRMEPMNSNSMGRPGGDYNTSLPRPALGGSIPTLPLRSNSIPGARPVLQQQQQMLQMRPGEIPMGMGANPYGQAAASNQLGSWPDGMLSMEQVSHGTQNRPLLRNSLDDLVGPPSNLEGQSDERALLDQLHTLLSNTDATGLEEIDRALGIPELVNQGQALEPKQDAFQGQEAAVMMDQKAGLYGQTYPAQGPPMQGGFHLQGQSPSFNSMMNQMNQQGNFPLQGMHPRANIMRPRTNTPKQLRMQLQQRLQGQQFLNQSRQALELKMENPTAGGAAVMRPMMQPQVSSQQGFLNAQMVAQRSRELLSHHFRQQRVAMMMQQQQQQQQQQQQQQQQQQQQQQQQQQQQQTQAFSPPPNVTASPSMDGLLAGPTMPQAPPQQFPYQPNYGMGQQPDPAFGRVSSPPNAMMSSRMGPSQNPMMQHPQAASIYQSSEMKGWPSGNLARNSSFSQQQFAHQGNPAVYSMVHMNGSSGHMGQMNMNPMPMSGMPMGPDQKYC
TROY signal inh = inhibitors of TROY-dependent NF-kB signaling; inhibition, % at 10 µM; AID 1347056; Q293 LMP1-TROYcd NF-kB luciferase reporter, 4 h; 360,000 tested, 0.98% active;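 active = compounds whose plate-normalised and pattern-corrected inhibition of the luciferase reporter signal at the single screening dose is 50% or more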
TLR9-MyD88 block = TLR9-MyD88 interaction inhibition; 340,000 tested, 0.21% active; inhibition, % at 4.98 µM; Q9NR96+Q99836; AID 504734; CHO BLA complementation TLR9-MyD88, CCF4 FRET ratio;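 active = inhibition above the mean over all tested compounds plus 3 SD, cut at about 21% in these data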;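 note: 0% = DMSO only wells and 100% = clavulanate BLA inhibitor control wells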
ABHD5-PLIN5 inh = blocks binding of human ABHD5 to perilipin-5; Split G. princeps luciferase complementation, luminescence, 4 h; 360,000 tested, 0.78% active; inhibition, % at 4 µM; Q00G26+Q8WTS1;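 active = inhibition above the mean inhibition across every tested compound plus 3 SD, cut at about 22% in these data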;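 note: 0% = DMSO only wells and the 100% control is not disclosed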
Starred values were filed as active, the others as inactive; . = not tested or not shown. A portion of the library. The share of hits here may be higher or lower than overall.

SMILES	NCOA2 inhibitor	Exocytosis inh	NR5A2 inv ag	SRC1 inh	NR2F2 inh	NOD2-RIPK2 inh	TWEAK-Fn14 inh	NCOA3 inh	TROY signal inh	TLR9-MyD88 block	ABHD5-PLIN5 inh
Cc1ccc(C(=O)N2CCC3(CC2)Oc2ccc(F)cc2C(=O)C32CC(c3cccnc3)=NO2)s1 (stereo unspecified)	14	17	-2	3	-5	6	-6	0	-24	-5	-6
O=C(Nc1nnc([C@H]2C[C@H](O)[C@@H](CO)O2)s1)c1cccc(Cl)c1	2	2	-26	-14	7	0	10	0	-10	.	7
O=c1c2ccccc2nc(/C=C/c2ccccc2)n1CCCO	-23	13	19	10	-1	-10	-14	-10	-19	-11	-2
O=C(O)CCn1c(=S)n(CCC(=O)O)c2ccccc21	-8	-4	-4	-5	19	11	-5	25	10	-11	3
COC(=O)CN1C(c2ccc(OC)cc2)=Nc2ccc(Cl)cc2C1c1ccccc1 (stereo unspecified)	-6	16	10	-5	0	6	-23	9	-69	-3	-1
c1ccc2c(c1)CCCC2C1=NCCN1 (stereo unspecified)	-8	-2	-13	0	11	-8	-9	-4	3	-7	-14
O=S(=O)(NCCCCCNS(=O)(=O)c1ccccc1)c1ccccc1	15	0	-4	6	0	-14	1	14	17	0	0
O=C(Nc1ccc(F)cc1)c1ccc2nc[nH]c2c1	-54	-2	-63	-37	-14	-2	-23	-35	-44	4	6
CCOc1ccc(N(CC(=O)NCCSCc2ccco2)S(=O)(=O)c2ccc(F)cc2)cc1	-7	-4	9	19	6	10	15	-17	-4	-4	-2
COc1ccc(NC(=O)Nc2cccc(F)c2)c(OC)c1	-33	-6	-38	-12	-11	1	0	-17	-70	-1	1
Cc1cccc(C(C)C)c1NC(=O)C(C)OC(=O)Cc1n[nH]c(=O)c2ccccc12 (stereo unspecified)	-37	3	11	-7	1	11	8	3	9	2	2
CCC(C)NC(=O)COC(=O)c1cc([N+](=O)[O-])ccc1Sc1nc(C)cs1 (stereo unspecified)	-18	-3	1	0	-4	5	16	9	13	-7	-8
Cc1ccc2c(C)c(C(=O)N(C)Cc3ccncn3)oc2c1C	-2	-1	-23	-12	15	0	-3	-13	-5	-6	5
Nc1ncc(Br)cc1S(=O)(=O)Nc1cc(C(F)(F)F)cc(C(F)(F)F)c1	33	2	36	15	21	-12	47	14	56*	-9	-6
Cc1c(CN2CCCC(C(=O)c3cccc(OC(C)C)c3)C2)c(=O)n(-c2ccccc2)n1C (stereo unspecified)	0	0	13	-4	21	-11	-17	17	44	-12	1
O=c1[nH]c2ccccc2c(O)c1-c1ccccc1	-4	13	-18	7	0	-14	10	13	-6	-16	-4
CCOC(=O)c1[nH]c(C)c(C(=O)N2CCN(C(=O)c3ccco3)CC2)c1C	-14	4	15	-1	9	-4	-3	-6	-11	5	1
CCCc1nc(NCc2ccco2)c(C#N)c2c1COC(C)(C)C2	-16	-2	3	-8	7	-2	74*	-16	.	3	0
C=CCNc1oc(-c2ccc(-c3ccccc3)cc2)nc1C#N	.	-2	3	-32	.	-3	-5	6	-22	0	-5
COC(=O)[C@@]12C[C@@H](CC(=O)NCc3cccc(C(F)(F)F)c3)C(=O)N(Cc3ccccc3)C1=CCC(C)(C)C2	4	13	10	.	6	-11	.	.	.	.	-18
CC(=O)NCCNc1nc2cc(-c3ccc(C(=O)N4CCN(C)CC4)cc3)sc2c(=O)n1C	8	-6	-11	0	-10	-14	13	-13	0	.	4
Nc1cc(=O)[nH]c(SCC(=O)NCC2CCCO2)n1 (stereo unspecified)	-4	1	-17	-9	-9	6	1	2	-4	5	1
N#Cc1cccc(NC(=O)CNc2cccc(S(=O)(=O)N3CCCC3)c2)c1	-15	11	-2	-1	6	-1	16	19	4	-3	-5
CCOC(=O)C1=CN(CC)S(=O)(=O)NC1c1ccc(C(F)(F)F)cc1 (stereo unspecified)	12	-3	-1	23	5	-4	14	27	-12	-3	21
O=C(N/N=C/c1ccco1)c1cc(=O)[nH]c2ccccc12	-7	1	-4	-2	-2	-7	-14	-15	-10	5	1
CCS(=O)(=O)N1N=C(c2ccccc2)CC1c1ccc2nccnc2c1 (stereo unspecified)	-1	-2	-7	5	-5	9	-20	2	-19	1	2
O=C(c1ccc(Cl)cc1)N1CCN(c2cccc3[nH]ccc23)CC1	1	3	-15	2	-1	6	1	-4	9	10	1
CCN(CC)CCCn1c(=S)[nH]c2ccccc2c1=O	-28	-1	-10	-16	4	4	-8	-12	-1	5	1
Cc1ccc(S(=O)(=O)N2CCOCC2)cc1NC(=O)COC(=O)c1ccc(Cl)s1	3	-1	14	-6	19	4	-8	2	-5	-9	13
Cc1ccc(NC2CCCN(C(=O)c3cn(C)c4ccccc34)C2)cc1C (stereo unspecified)	-17	9	8	-41	-16	0	2	-15	12	-9	-4
COc1ccc2cc(C(C)=O)c(=O)oc2c1	-32	-3	-3	-16	22	-4	-6	-2	6	-1	3
COC(=O)CCC(=O)NC(=S)Nc1ccc(S(=O)(=O)N2CCCC2)cc1	0	-1	-10	7	6	-12	2	6	8	5	-3
CNC[C@@H]1Oc2ccc(NC(=O)Nc3ccccc3)cc2C(=O)N([C@@H](C)CO)C[C@H]1C	-31	1	13	-27	-17	-11	-5	-19	-10	8	-5
CC(=O)N(c1c(C)n(C)n(-c2ccccc2)c1=O)C1(C(=O)NC2CCCC2)CCCCC1	-9	1	0	-10	14	3	10	10	5	15	-3
CC(=O)Nc1ccc(NS(=O)(=O)c2cccc3nonc23)cc1	-1	-1	-7	2	-7	-13	-6	-4	-3	-3	-5
CS(=O)(=O)N(CC(=O)N1CCCC1)Cc1ccc(F)cc1	-21	0	-19	4	-9	-1	-4	8	8	8	4
CC1(C(=O)NS(=O)(=O)c2ccc(C#N)cc2)CCN1C(=O)Cc1ccc(-c2ccccc2)cc1 (stereo unspecified)	-10	-2	-3	0	-8	-3	-4	-34	-7	.	-7
CCn1cc(C(=O)Nn2cnnc2)c(=O)c2ccc(C)nc21	-7	4	3	11	2	-1	-18	12	13	6	4
CN1C(=O)C(=O)N(CC(=O)N2CCc3ccccc32)C1=O	-9	-1	1	8	-3	5	8	20	5	-7	9
COc1ccc(S(=O)(=O)N2CCCCC2)cc1NC(=O)C1CCCO1 (stereo unspecified)	18	1	-1	-10	0	-8	-2	4	-14	-16	6
CCc1ccc(OCC(=O)Nc2ccncc2)c(Br)c1	-16	0	-42	-77	4	-7	16	-63	-2	-6	-3
COc1cccc(C(=O)OCC(=O)NCCNC(=O)COC(=O)c2cccc(OC)c2OC)c1OC	-19	4	-11	-11	1	-9	-17	8	-19	-5	0
Cn1c(N)c(C(=O)COC(=O)COc2ccc(Cl)cc2)c(=O)n(C)c1=O	-10	-4	4	15	12	-7	6	25	17	6	12
COc1ccc(CN2CCCC(CO)(Cc3cccc(Cl)c3)C2)cc1OC (stereo unspecified)	10	4	6	-16	3	-10	11	2	13	6	3
CC1CN(C(=O)c2cccc(S(=O)(=O)N3CCOCC3)c2)CC(C)O1 (stereo unspecified)	-15	5	6	16	7	-6	10	19	-8	2	3
Cc1nc2c(c(C)c1C#N)C(=O)c1ccccc1-2	9	0	5	4	0	-9	-7	17	-20	7	4
O=C(CCN1CCCO1)N1CCCC(N2CCN(c3ccccc3F)CC2)C1 (stereo unspecified)	12	-9	7	12	-9	-8	3	9	-17	4	4
Cc1ccc(C)c(CN2CCCNC2=O)c1	14	-2	-11	-6	-28	2	4	9	-4	-5	-4
O=C(CN1C(=O)NC2(CCCCCC2)C1=O)c1ccc(Cl)cc1	-77	-1	-58	-59	-46	7	-12	-26	-45	1	0
Cn1nccc1NC(=O)Nc1cccc(Cl)c1Cl	16	-4	11	10	12	-5	14	10	-10	5	1
Additional structures follow.
SMILES	NCOA2 inhibitor	Exocytosis inh	NR5A2 inv ag	SRC1 inh	NR2F2 inh	NOD2-RIPK2 inh	TWEAK-Fn14 inh	NCOA3 inh	TROY signal inh	TLR9-MyD88 block	ABHD5-PLIN5 inh
CN(CCOc1ccc(Cl)cc1)C(=O)c1cc([N+](=O)[O-])ccc1N1CCOCC1	8	54	-9	-3	-4	3	11	-5	0	-2	2
NC(CC(=O)O)c1ccc(F)cc1 (stereo unspecified)	5	-9	16	0	-16	-5	13	-1	-13	-1	1
C/C=C/C=C\C(=O)Nc1cccc(C2=NOC3(C2)C[C@@H](C(N)=O)N(C(=O)c2cc([N+](=O)[O-])cc([N+](=O)[O-])c2)C3)c1 (stereo partly specified)	-20	-2	1	-7	-1	-1	-15	8	12	-8	-1
COc1ccc2nc(Nc3ccc4c(c3)OCO4)sc2c1	-68	-3	-89	-46	-39	-6	-42	-49	-58	10	-4
O=C1C=C(c2ccnc3cc(Cl)ccc23)C[C@@H](c2ccc3c(c2)OCO3)C1	12	18	5	20	56*	5	40	14	27	2	-1
CC(=NCCN1CCOCC1)C1=C(O)c2ccccc2C1=O	10	3	-8	-75	0	-11	35	-21	.	7	-5
N#Cc1nc(-c2cccc3ccccc23)oc1N1CCCCC1	8	0	-7	-15	5	-5	-57	-3	-50	-4	-1
CCOC(=O)c1c(NC(=O)CSc2nc3ccc(OC)cc3[nH]2)sc2c1CC(C)(C)NC2(C)C	-10	-3	18	1	-13	2	-35	3	14	-5	9
c1ccc(CNc2cccnc2)cc1	11	-7	-27	-1	13	10	-24	5	9	1	-4
O=C(Cc1ccc(Br)cc1)OCC(=O)c1ccc2c(c1)OCCO2	-3	1	-2	-6	-23	5	6	-10	-21	-14	-7

Only TWEAK-Fn14 inh and NR5A2 inv ag (two entries from above):
| structure | TWEAK-Fn14 inh | NR5A2 inv ag |
| --- | --- | --- |
| Nc1cc(=O)[nH]c(SCC(=O)NCC2CCCO2)n1 (stereo unspecified) | 1 | -17 |
| N#Cc1cccc(NC(=O)CNc2cccc(S(=O)(=O)N3CCCC3)c2)c1 | 16 | -2 |

Following part.
SMILES	NCOA2 inhibitor	Exocytosis inh	NR5A2 inv ag	SRC1 inh	NR2F2 inh	NOD2-RIPK2 inh	TWEAK-Fn14 inh	NCOA3 inh	TROY signal inh	TLR9-MyD88 block	ABHD5-PLIN5 inh
CNC(=O)Nc1ccccc1C(=O)Nc1ccccc1	-1	-5	2	-4	-16	-6	8	27	-31	2	3
O=C(C1=C(O)C(=O)N(CCOCCO)C1c1cccc([N+](=O)[O-])c1)c1cccs1 (stereo unspecified)	5	-3	2	10	12	-3	-6	14	-11	2	9
CCCNC(=O)C1(C)CCCN(Cc2ccc(-n3ccnc3)cc2)C1 (stereo unspecified)	-19	9	5	13	-14	-12	-10	10	-3	.	9
CC(=O)NC/C(C)=N\Nc1ccc([N+](=O)[O-])cc1	-13	-2	-18	8	-3	1	-27	15	-40	6	-5
CCOc1ccc(S(=O)(=O)/N=C(/Nc2ccc(C)c(S(=O)(=O)N3CCOCC3)c2)c2ccccc2)cc1	7	2	9	-7	0	2	-17	10	-15	0	-5
O=C(c1ccccn1)N(Cc1cc2ccccc2[nH]c1=O)C1CCCCC1	-6	0	5	13	-6	8	-7	-13	6	-9	1
COc1cccc(/C=C(/C(=O)OCC(=O)NC2CCCC(C)C2C)c2ccccc2)c1 (stereo unspecified)	-8	-7	-12	-1	11	-16	25	7	25	-5	-2
NNC(=O)c1cnn(Cc2ccccc2)c1N	-6	-4	40	28	-2	4	0	43	25	0	2
COC(=O)c1c(NC(C)=O)sc(Cc2ccccc2)c1C	2	-3	27	-35	-10	-5	-2	-3	-17	4	-5
